# Assay outcomes from PubChem.
# RORA act = activators of human nuclear receptor RORA | P35398 | CHO-K1 Gal4-RORA LBD luciferase reporter, luminescence; percent increase over mock-subtracted basal signal | activation, % at 10 µM | 65,000 compounds, 1.5% hits | AID 560;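 active means activation above the mean of all tested compounds plus 3 SD, cut at about 49% in these data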;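 further: 0% = DMSO-treated RORA cells and 100% = added signal equal to DMSO minus mock-transfected cells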
# Target sequence (P35398 whole entry, looked up, the tested form may be a part): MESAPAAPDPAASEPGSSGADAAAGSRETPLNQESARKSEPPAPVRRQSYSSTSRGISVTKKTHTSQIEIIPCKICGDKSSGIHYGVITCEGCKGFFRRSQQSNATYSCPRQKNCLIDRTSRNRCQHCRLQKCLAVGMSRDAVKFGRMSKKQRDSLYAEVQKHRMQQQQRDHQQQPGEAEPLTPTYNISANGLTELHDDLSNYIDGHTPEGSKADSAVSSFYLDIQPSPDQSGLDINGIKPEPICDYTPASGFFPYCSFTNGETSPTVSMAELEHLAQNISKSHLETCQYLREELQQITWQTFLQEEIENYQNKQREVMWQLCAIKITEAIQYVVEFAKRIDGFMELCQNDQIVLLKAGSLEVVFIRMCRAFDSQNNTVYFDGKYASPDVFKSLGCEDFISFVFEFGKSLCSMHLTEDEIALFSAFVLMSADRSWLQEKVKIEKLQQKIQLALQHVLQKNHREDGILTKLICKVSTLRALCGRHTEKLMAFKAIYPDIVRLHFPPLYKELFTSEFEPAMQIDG
# S1P3 agonist = agonists of human S1P3 receptor. Q99500. S1P3 NFAT-BLA reporter cells, agonism, FRET ratio; relative to 1 µM S1P, basal subtracted. activation, % at 4.5 µM. 60,000 compounds, 0.1% hits. AID 373;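 active means activation above the screen-wide mean plus 3 SD, cut at about 4.5% in these data, passing the limit was not always enough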; further: some compounds called inactive have numbers as strong as hits
#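 Benchmarks: high control 1 µM S1P / System: stable CHO line with human S1P3, Gα16, NFAT-BLA reporter / Dosing: single compound concentration, 4.5 µM final / Timing: 4 h compound at 37 °C, 2 h substrate at RT / Measured by: FRET β-lactamase substrate fluorescence, excitation 405 nm, 460/535 nm emission ratio, background-subtracted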
# S1P1 ag pot = activates or potentiates agonism at human S1P1 receptor. P21453. S1P1 CRE-bla cells, forskolin, beta-lactamase FRET, potentiator mode; S1P1 agonist co-added at EC20, 2 nM; 100% = saturating reference agonist, 0% = basal. activation, % at 9.5 µM. 56,000 compounds, 0.57% hits. AID 449;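 active means activation above a cutoff set at the mean activation of all tested compounds plus 3 SD, cut at about 54% in these data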;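 further: forskolin at 4 µM as EC80 and the EC20 agonist is SEW2871; 100% = SEW2871 at its EC100 plus forskolin at EC80; some compounds past the cut are filed as inactive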
# 5HT1a antag = antagonists of human 5-HT1a serotonin receptor; 62,000 compounds, 0.68% hits; CHO 5-HT1a Ga15 NFAT-bla reporter, antagonist mode; P08908; AID 612; inhibition, % at 10 µM;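 active means inhibition above the mean of all tested compounds plus 3 SD, cut at about 43% in these data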;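 further: receptor stimulated by 5-CT agonist at 100 nM near EC80; beta-lactamase reporter measured by ratiometric fluorescence of a cleavable substrate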
# Target sequence (P08908 whole entry, looked up): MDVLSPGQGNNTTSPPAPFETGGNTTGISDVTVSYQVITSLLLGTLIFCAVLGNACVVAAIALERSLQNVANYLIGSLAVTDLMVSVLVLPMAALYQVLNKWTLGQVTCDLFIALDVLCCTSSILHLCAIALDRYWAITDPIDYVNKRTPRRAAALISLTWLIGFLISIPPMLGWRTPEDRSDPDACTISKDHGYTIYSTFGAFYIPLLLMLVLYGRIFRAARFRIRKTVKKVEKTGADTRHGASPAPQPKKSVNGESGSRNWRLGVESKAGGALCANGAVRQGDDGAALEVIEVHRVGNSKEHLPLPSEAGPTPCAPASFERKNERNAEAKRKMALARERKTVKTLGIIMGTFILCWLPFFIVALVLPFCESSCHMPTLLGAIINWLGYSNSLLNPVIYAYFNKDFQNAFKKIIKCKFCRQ
# 5HT1E antag = 5-HT1E (human) receptor antagonism; P28566; CHO 5-HT1E Ga15 NFAT-bla reporter, FRET, antagonist; inhibition, % at 6 µM; 65,000 compounds, 0.99% hits; AID 571;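 active means inhibition above a set limit, the mean inhibition across every tested compound plus 3 SD, cut at about 29% in these data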;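 further: signal is the 460 over 535 nm emission ratio of beta-lactamase substrate; 0% = agonist plus DMSO wells and 100% = wells without agonist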
# 5HT1E ag = agonists of human 5-HT1E serotonin receptor | CHO 5-HT1E Ga15 NFAT-bla reporter, FRET; 0% DMSO wells, 100% control agonist wells | activation, % at 6 µM | 65,000 compounds, 0.69% hits;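 active means activation above a set limit, the screen-wide mean activation plus 3 SD, cut at about 8.5% in these data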;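 further: 100% = positive control agonist at 1 µM giving full maximal response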
# SF1 activator = activators of human nuclear receptor SF-1; Q13285; CHO-K1 Gal4-SF-1 LBD luciferase reporter; % increase over DMSO SF-1-specific signal; 65,000 compounds, 1.9% hits; activation, % at 10 µM;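 active means activation above the mean activation of all tested compounds plus 3 SD, cut at about 50% in these data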
#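 Material: Gal4–SF-1 LBD one-hybrid luciferase reporter in CHO-K1 cells | Amount: 4,000 cells per well | Compound dosing: 10 µM single point, 1% DMSO | Schedule: 20 h compound treatment, 37 °C | Measured by: SteadyLite luciferase luminescence | Evaluation: Percent activation versus DMSO | Control set: DMSO-treated SF-1-transfected cells as negative, DMSO-treated mock-transfected cells lacking SF-1 as background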
# Ecoli tolC = blocks growth of E. coli BW25113 tolC mutant; 65,000 compounds, 2.2% hits; AID 573; growth inhibition, % at 10 µM (by protocol); OD615;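 active means growth inhibition at or above a cutoff equal to the mean over every tested compound plus 3 SD, cut at about 60% in these data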;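 further: growth measured after 20 h incubation at 37 °C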
#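 Material: E. coli BW25113 ΔtolC::kan, tolC deletion mutant strain. Measure: percent growth inhibition. Schedule: 37 °C, 20 h exposure. Doses: single-point testing at 10 µM. Signal: A615 absorbance measurement. Buffer or medium: kanamycin-containing LB broth (50 µg/mL).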
# AP ELISA ortho = orthogonal test for alternative complement pathway inhibitors. Human serum alternative complement pathway, LPS-coated ELISA, C3 deposition; tested in compound mixtures. inhibition, % at 5 µM. 62,000 compounds, 0.08% hits;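 active means inhibition above 30% in each of the two pooled mixtures holding the compound, so the lower value exceeds 30%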;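 further: 0% = serum in Mg-EGTA without compound and 100% = EDTA serum blank; some compounds past the cut are filed as inactive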
#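 Medium: diluted human serum in Mg2+-EGTA GVB++. Assay system: human serum complement alternative pathway, C3 deposition onto LPS. Also added: Plate-bound LPS. Technique: Anti-C3 ELISA, OD 450 nm. Measure: percent inhibition. Incubation: 1 h at 37 °C. Dosing: 5 µM each compound, pools of ten, 50 µM per pool.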
# An asterisk follows results filed as active; . = not tested or not shown.
SMILES,RORA act,S1P3 agonist,S1P1 ag pot,5HT1a antag,5HT1E antag,5HT1E ag,SF1 activator,Ecoli tolC,AP ELISA ortho
Nc1nc(-c2ccco2)c(-c2ccco2)s1,-4,0.2,-18,-25,-12,0.6,-6,5,3
CCOC(=O)/C(C(C)=O)=C1\OC(=O)c2ccccc21,-6,0.5,-8,-13,-2,0.5,-16,-10,16
O=C(c1ccc(Br)o1)N1CCN(c2ccccc2F)CC1,-13,15,24,-12,-6,-0.3,4,17,3
CCn1ncc(C2=NOC(C(=O)N3CCN(c4ccccc4)CC3)C2)c1C (centres undefined),13,-0.7,6,-7,-4,-1.3,5,2,12
CCOc1ccc(NC(=O)C(C)O)c(NS(=O)(=O)c2ccc(CCNC(C)=O)cc2)c1 (centres undefined),14,-0.3,.,-5,-21,0.0,-18,-17,18
Cc1ccc(S(=O)(=O)NCc2ccco2)cc1C,7,-1.2,.,8,3,-0.4,0,10,-5
Cc1ccc(NC(=O)N2CCC(NC(=O)c3ccccc3C)CC2)cc1,40,0.2,-23,0,4,2.4,-9,-13,16
Cc1ccc(C(=O)NCCCN2CCOCC2)cc1N1CCCC1=O,-12,-0.7,-4,-13,-8,0.4,0,-18,17
CCc1ccccc1S(=O)(=O)Cc1ccc(C(=O)NC(C)C)o1,6,0.6,-9,-8,-4,0.4,1,-8,3
Cn1c2c(c(=O)n(C)c1=O)C1c3ccccc3OCC1C(C)(C)O2 (centres undefined),-2,-0.1,-22,1,7,1.0,-10,-6,7
COc1cc(-c2nnn(CC(=O)NC3CCS(=O)(=O)C3)n2)ccc1OCc1ccccc1 (centres undefined),-2,0.4,-19,-13,-12,0.8,12,3,4
O=C(NCc1ccco1)c1cc2n(n1)C(C(F)(F)F)CC(c1ccc(F)cc1)N2 (centres undefined),5,-0.3,-1,14,3,-1.6,19,0,-2
O=c1c2ccccc2nc(SCc2nnc(-c3ccccc3Br)o2)n1-c1ccccc1,-12,-1.1,10,14,-5,0.3,-10,24,-12
CCc1c(C)nc(SCC(=O)N2CCc3ccccc32)[nH]c1=O,17,-1.4,15,-6,-7,1.4,15,-9,13
C=CCN(CC=C)C(=O)CN1C(=O)c2ccccc2C1=O,20,-0.2,3,3,1,-0.5,10,-15,4

# Only RORA act, for 2 of the compounds above:
Compound,RORA act
Cc1ccc(C(=O)NCCCN2CCOCC2)cc1N1CCCC1=O,-12
CCc1ccccc1S(=O)(=O)Cc1ccc(C(=O)NC(C)C)o1,6

# Other structures:
SMILES,RORA act,S1P3 agonist,S1P1 ag pot,5HT1a antag,5HT1E antag,5HT1E ag,SF1 activator,Ecoli tolC,AP ELISA ortho
Cc1cc(O)cc(O)c1C(=O)Cc1cscn1,2,1.3,-3,1,-5,0.8,1,-14,18
CC(C)N1C(=O)CCC1C(=O)N1CCCc2ccccc21 (centres undefined),-14,1.5,2,-11,6,0.1,-7,-16,3
CS(=O)(=O)Nc1ccccc1C(=O)N1CCOCC1,14,-1.2,.,-1,-4,0.5,-4,-8,2
Cn1c(=O)c2c(nc(Br)n2CCCc2ccccc2)n(C)c1=O,1,0.2,-2,-8,-2,-0.7,1,8,10
CCOc1ccc(-c2nnc3sc(COc4ccc(Cl)cc4)nn23)cc1,-21,-0.1,-60,-14,-2,-0.1,-1,-2,7
Cc1ccc(C)n1-c1ccc(C(=O)NCC2CCCO2)cc1 (centres undefined),5,0.3,13,-8,7,0.1,-8,-13,20
Cc1ccc(CN(CC(=O)NCCc2ccccc2)C(=O)CCCC(=O)Nc2cc(C)on2)cc1,23,-0.5,2,0,5,-0.1,-5,11,-7
Oc1ccc(N=Cc2ccc(O)c(O)c2)cc1,18,-1.6,-4,-4,0,2.4,13,-9,19
Cc1ccc(-c2nc(-c3cccnc3)no2)c(C)c1,26,-0.2,.,-6,2,1.1,45,17,-8
Cc1ccc(-n2c(C)c3c(C)nnc(C)c3c2C)cc1,-17,-1.0,12,1,4,-0.1,16,0,9
O=C(CN(Cc1ccco1)C(=O)Cn1nnc(-c2ccc(F)cc2)n1)NC1CCCC1,0,-1.2,19,13,1,-1.6,-8,2,13
CCC(=O)c1ccccc1OCCSc1nc(C)cc(=O)[nH]1,0,-0.9,.,-14,-5,0.1,-13,4,24
CCOc1ccc(C(=O)Nc2c3c(nn2-c2cccc(Cl)c2)CS(=O)C3)cc1 (centres undefined),-13,-0.9,-5,2,8,0.0,0,9,.
COc1cc(C)c(Cl)cc1S(=O)(=O)NCC1CCCO1 (centres undefined),-6,-0.6,-9,1,-9,0.3,-14,0,14
C=CCc1cccc2cc(C(=O)N(CC)CC)c(=O)oc12,7,-1.4,-16,-7,-2,-0.5,-4,-5,8
O=C(COC(=O)CN1C(=O)C2CC=CCC2C1=O)Nc1cc(C(F)(F)F)ccc1N1CCOCC1 (centres undefined),-21,-2.2,-10,0,18,-0.4,-10,18,0
CCOC(=O)c1ccc(Nc2cc(C)nc3ncnn23)cc1,-6,-0.9,-13,-10,-12,1.7,-15,-15,7
CC1CCN(c2ncnc3c2cnn3Cc2ccc(Cl)cc2)CC1,-8,1.7,-2,.,23,-0.1,-2,2,.
O=C(CSc1nnc(-c2cnccn2)n1Cc1ccco1)Nc1ccc(Br)cc1,-2,-1.1,.,24,15,-0.6,-2,-3,6
COc1ccc(-c2nsc(SCC(=O)Nc3cc(C)on3)n2)cc1,-18,-0.1,-4,1,1,-0.4,-8,-9,2
O=C(CSC1=NCCS1)NCc1ccco1,-1,.,.,14,0,-1.1,-2,-10,-13
Cc1cc(NC(=O)c2ccccc2)ncc1NC(=O)c1ccco1,5,.,.,3,-4,1.0,36,-10,4
CCn1c(CCn2ccnc2C)n[nH]c1=S,-22,-0.7,-27,-8,-6,0.4,-10,-12,15
Cc1c(C#N)c(N=CN(C)C)c(C(=O)c2ccccc2)n1-c1ccccc1,12,-1.8,-1,-5,-1,-1.1,-29,4,15
CCOC(=O)C1CCN(C(=O)Cn2cc3c(n2)CCC(C)C3)CC1 (centres undefined),-4,-1.3,-4,8,7,-1.0,-6,-14,6
COC(=O)c1cccc(NC(=O)C2C3CCC(C3)C2C(=O)O)c1 (centres undefined),-18,-0.6,-12,0,1,-1.8,7,-3,0
CCOC(=O)c1oc2ccccc2c1NC(=O)c1ccc(S(=O)(=O)N2CCCC2)cc1,4,-1.1,11,3,6,-1.1,10,3,1
CCCC(=O)Nc1c2c(nn1-c1ccc(OC)cc1)CS(=O)C2 (centres undefined),-7,0.7,9,-13,-13,0.0,11,-20,11
Cc1ccc(NC(=O)N2CCCC2C(=O)NCCC2=CCCCC2)cc1 (centres undefined),-20,0.7,-7,2,-2,-0.6,-10,-16,2
Cc1ccc(C)c2[nH]c(=O)c(CN(CCCN(C)C)C(=O)NCc3ccccc3)cc12,9,-0.5,16,7,-8,1.1,6,-2,-1
O=C(Cn1ncc2ccccc21)N1CCc2ccccc21,-7,0.7,-14,-11,-1,1.3,-4,-3,20
Cc1cc(N)c(-n2cc3c(=O)n(C)c(=O)n(C)c3c2)cc1C,54*,-0.7,-54,1,-2,0.7,30,18,11
COc1cccc(C2NC(=O)NC(C)=C2C(=O)OCCSC)c1OC (centres undefined),3,0.1,-7,0,-2,0.6,-9,5,2
Oc1ccc(Br)cc1CNn1cnnc1,-5,-2.0,0,.,0,-0.8,0,-9,.
CCSc1nc2sc3c(c2c2nnc(SCC(=O)NCc4ccco4)n12)CCCC3,-10,-4.2,28,.,-2,-0.8,2,1,.
C=CCn1c(COc2cccc3cccnc23)nnc1SCC(=O)O,-1,-0.6,.,-2,-8,0.6,0,-1,5
CCn1c(Cn2nnc(-c3ccccc3)n2)nnc1SCC(=O)N1CCOCC1,-15,-1.1,-5,-3,-4,0.0,-4,2,16

# 12 compounds from above, sorted by number of heavy atoms, low to high.
SMILES,RORA act,S1P3 agonist,S1P1 ag pot,5HT1a antag,5HT1E antag,5HT1E ag,SF1 activator,Ecoli tolC,AP ELISA ortho
Oc1ccc(Br)cc1CNn1cnnc1,-5,-2.0,0,.,0,-0.8,0,-9,.
CCn1c(CCn2ccnc2C)n[nH]c1=S,-22,-0.7,-27,-8,-6,0.4,-10,-12,15
O=C(Cn1ncc2ccccc21)N1CCc2ccccc21,-7,0.7,-14,-11,-1,1.3,-4,-3,20
Cc1cc(N)c(-n2cc3c(=O)n(C)c(=O)n(C)c3c2)cc1C,54*,-0.7,-54,1,-2,0.7,30,18,11
CCCC(=O)Nc1c2c(nn1-c1ccc(OC)cc1)CS(=O)C2 (centres undefined),-7,0.7,9,-13,-13,0.0,11,-20,11
Cc1cc(NC(=O)c2ccccc2)ncc1NC(=O)c1ccco1,5,.,.,3,-4,1.0,36,-10,4
COc1cccc(C2NC(=O)NC(C)=C2C(=O)OCCSC)c1OC (centres undefined),3,0.1,-7,0,-2,0.6,-9,5,2
Cc1ccc(NC(=O)N2CCCC2C(=O)NCCC2=CCCCC2)cc1 (centres undefined),-20,0.7,-7,2,-2,-0.6,-10,-16,2
Cc1c(C#N)c(N=CN(C)C)c(C(=O)c2ccccc2)n1-c1ccccc1,12,-1.8,-1,-5,-1,-1.1,-29,4,15
CCn1c(Cn2nnc(-c3ccccc3)n2)nnc1SCC(=O)N1CCOCC1,-15,-1.1,-5,-3,-4,0.0,-4,2,16
CCSc1nc2sc3c(c2c2nnc(SCC(=O)NCc4ccco4)n12)CCCC3,-10,-4.2,28,.,-2,-0.8,2,1,.
Cc1ccc(C)c2[nH]c(=O)c(CN(CCCN(C)C)C(=O)NCc3ccccc3)cc12,9,-0.5,16,7,-8,1.1,6,-2,-1
